L3MBTL1 block = L3MBTL1 (human) inhibition | AlphaScreen L3MBTL1–H3K9me1 peptide binding | Q9Y468 | Potency, µM (titrated, usually from 57.1 µM), without a hit: at the highest dose activity, negative = inhibition, hits mostly inhibitors | actives 0.66% (n = 230,000); active = well fitted inhibition curve with a large enough effect; inconclusive = small, poorly fitted or top-dose-only effect; inactive = no such curve, though single readings can be large or run the other way; note: nearly all actives have a fitted effect of over 60% in size
Target sequence (Q9Y468 whole entry, looked up): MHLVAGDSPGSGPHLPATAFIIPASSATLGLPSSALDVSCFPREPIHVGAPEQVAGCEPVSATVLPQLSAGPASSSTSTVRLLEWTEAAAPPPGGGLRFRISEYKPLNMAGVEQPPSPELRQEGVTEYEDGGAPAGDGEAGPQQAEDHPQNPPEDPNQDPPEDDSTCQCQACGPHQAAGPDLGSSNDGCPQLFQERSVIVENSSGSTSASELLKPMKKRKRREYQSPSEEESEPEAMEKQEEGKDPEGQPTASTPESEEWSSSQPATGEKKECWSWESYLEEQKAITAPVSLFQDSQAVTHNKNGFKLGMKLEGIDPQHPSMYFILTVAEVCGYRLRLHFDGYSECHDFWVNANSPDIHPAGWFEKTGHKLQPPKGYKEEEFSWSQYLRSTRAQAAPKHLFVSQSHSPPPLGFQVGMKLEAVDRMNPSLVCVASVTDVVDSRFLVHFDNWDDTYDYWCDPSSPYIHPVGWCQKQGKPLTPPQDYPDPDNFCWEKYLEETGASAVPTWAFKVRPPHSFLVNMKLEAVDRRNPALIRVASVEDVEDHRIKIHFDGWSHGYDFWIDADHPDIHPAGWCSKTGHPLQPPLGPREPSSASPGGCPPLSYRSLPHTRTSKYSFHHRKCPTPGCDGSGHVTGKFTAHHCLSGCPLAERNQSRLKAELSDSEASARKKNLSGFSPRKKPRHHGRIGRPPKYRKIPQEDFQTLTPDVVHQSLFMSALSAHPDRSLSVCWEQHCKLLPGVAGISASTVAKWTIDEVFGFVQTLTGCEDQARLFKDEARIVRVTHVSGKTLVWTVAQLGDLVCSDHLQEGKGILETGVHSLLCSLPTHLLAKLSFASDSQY
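Displacement of a biotinylated histone H3(1-15) peptide monomethylated at Lys9 (75 nM) from L3MBTL1 (50 nM) was measured by AlphaScreen after a 30 min room-temperature compound incubation; cefsulodin titration served as intraplate control.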
Active calls of the source: *; u = inconclusive; & = joins results of further samples; [ ] = another dose, or the depositor's remark. % is set by controls: 0 for no effect and ±100 for the full control effect; potency is the fitted concentration of half-maximal effect. The list is partial (hit frequency here may not be typical).

canonical_smiles	L3MBTL1 block
O=C(Nc1cccc(-c2ccc(N3CCOCC3)nn2)c1)c1ccccc1	-3%
COc1ccc(OC)c(NC(=O)COC(=O)C2CCC2)c1	-3%
Cc1ccc2sc(N3CCN(C(=O)c4ccc([N+](=O)[O-])o4)CC3)nc2c1C	-4%
Cc1ccc(/C=C2\SC(=O)N(CCNC(=O)C3CSC4(C)CCC(=O)N34)C2=O)cc1 (centres undefined)	13%
Cc1ccc(Sc2ccc(S(=O)(=O)Nc3ccc(CC(=O)O)cc3)cc2)cc1C	-8%
CCCOc1ccc(CNC(=O)CCC(=O)n2ncc3cc(C)ccc32)cc1	-2%
COC(=O)[C@@]12CCCN1[C@H](c1ccc(-c3ccc(OC)cc3)c(OC)c1)[C@H]1C(=O)N(C)C(=O)[C@H]12	-11%
Cc1ccc(S(=O)(=O)N2CCC[C@H]2C(=O)NCc2ccccc2Cl)cc1	9%
CC1CC(C)CN(S(=O)(=O)c2ccc(NC(=O)c3ccc(=O)[nH]c3)cc2)C1 (centres undefined)	-1%
CCCCn1c(N)c(N(CCC(C)C)C(=O)CSc2nncn2-c2ccccc2)c(=O)[nH]c1=O	29%
C[C@H]1CN([C@@H](C)CO)C(=O)c2cccc(NC(=O)c3ccc(-c4nccs4)cc3)c2O[C@@H]1CN(C)C(=O)NC1CCCCC1	-7%
O=C(COC(=O)C1CCC1)Nc1cc(S(=O)(=O)N2CCCCC2)ccc1Cl	-3%
Cc1ccc(S(=O)(=O)NCCCNS(=O)(=O)c2ccc(C)cc2)cc1	1%
COc1ccc(-c2ccc3c(c2)c(-c2cccs2)c(-c2cc(OC)cc(OC)c2)n3C)cc1	-12%
Cc1ccc2c(c1)N(C(=O)CCC(=O)NC1CCCCCC1)CCO2	-1%
COc1ccccc1-c1oc2ccccc2c1C#CC1(N)CCCCC1	-7%
Cc1ccc(S(=O)(=O)N2CCN(C(=O)COC(=O)c3ccccn3)CC2)c(C)c1	-3%
COc1nc(N(C)S(=O)(=O)c2ccc(C)cc2)nc(C)c1Br	-9%[2.29 µM]
Cc1cccc(NC(=O)C[n+]2ccc(N(C)C)cc2)c1	-1%
COc1cccc(N/C=C/C(=O)c2ccc(C)cc2)c1	4%
COc1ccc(NC(=O)CN(C)C(=O)c2cccc(-n3cccc3)c2)cc1	10µM*
Cc1noc(C)c1C(=O)N1CCN(c2ccccc2O)CC1	-2%
Cc1noc(C)c1NC(=O)N(C)C[C@H]1Oc2ccc(NS(=O)(=O)c3c(C)noc3C)cc2C(=O)N([C@H](C)CO)C[C@@H]1C	9%
CCOc1ccc(NS(=O)(=O)c2ccc(C(=O)N(C)CC(=O)Nc3ccc(C)cc3)cc2)cc1	4%
Cc1ccc(OCCNC(=O)c2ccccc2OCc2c(C)noc2C)cc1	0%
CC(C)COc1ccc(C(=O)NNC(=O)CCC(=O)c2cccs2)cc1	0%
COc1cc(OC)cc(C(=O)NNC(=O)c2ccc3c(c2)OCCO3)c1	-5%
Cc1ccccc1OCC(=O)NNC(=O)c1ccc(-n2cncn2)c([N+](=O)[O-])c1	8%
O=C(CN1C(=O)NC2(CCCCC2)C1=O)Nc1cc(C(F)(F)F)ccc1N1CCCC1	4%
COc1ccc(-c2noc(C3CCCN(C(=O)c4c(F)cccc4F)C3)n2)cc1OC (centres undefined)	1%
CSc1ccc(C2=CC(=O)C[C@H](c3ccc4c(c3)OCO4)C2)cc1	0%
COc1ccc(/C=C/C(=O)OCC(=O)NC2CCCC2)cc1OC	-4%
COc1ccc(-c2noc(N3CCC(C(=O)N(C)c4ccccc4C)CC3)n2)cc1	-2%
CC(Oc1ccc(-c2nnco2)cc1)C(=O)N1CCOCC1 (centres undefined)	-9%
O=C(OCC(=O)N1CCN(C(=O)c2ccco2)CC1)c1ccc(Cl)c(Cl)c1	2%
CCCCc1ccc(NC(=O)CSc2nc(=O)n(CCN(CC)CC)c3c2CCC3)cc1	2%
C[C@H](NC(=O)c1nc[nH]c1C(=O)NC1CCNCC1)C(=O)OCc1ccccc1	-5%
CCOc1ccccc1NC(=O)C(c1ccccc1)N1CCN(C(=O)c2ccco2)CC1 (centres undefined)	2%
Nc1cc(Cl)ccc1C(=O)OCC(=O)NC1CCCCCCC1	7%
CC(Oc1ccc(C#N)cc1)C(=O)N1CC=C(c2ccccc2)CC1 (centres undefined)	-10%
CCN(C[C@H]1N[C@@](CC)(C(=O)OC)[C@H]2C(=O)N(C)C(=O)[C@@H]12)S(=O)(=O)c1ccccc1	1%
Cc1ccc(OCCCCN2CCCCC2)cc1	1%
O=C1c2ccccc2C(=O)N1CCOc1ccc(F)cc1	9%
CCN(c1ccccc1)S(=O)(=O)c1ccc(Cl)c(NC(=O)CN2CCN(C)CC2)c1	-2%
COc1ccc(NC(=O)c2cc(S(=O)(=O)N3CCc4ccccc43)cn2C)c(OC)c1	-8%
Cc1ccc(NC(=O)c2nc[nH]c2C(=O)NCCCCCNC(=O)OC(C)(C)C)cc1	-4%
CC(=O)c1cccc(NC(=O)CCN2C(=O)C3CC=CCC3C2=O)c1 (centres undefined)	2%
CC(=O)C1=C(O)C(=O)N(c2ccc(Br)cc2)C1c1ccc(Br)cc1 (centres undefined)	-13%
COc1cccc(CC(=O)Nc2ccc3c(c2)OC2(CCCC2)O3)c1	-13%
COc1ccc(NN=Nc2ccc([N+](=O)[O-])cc2)cc1	-4%
COc1cccc(NC(=O)[C@H](Cc2c[nH]c3ccccc23)NC(=O)[C@@H]2Cc3ccccc3CN2)c1	-2%
COc1cccc(C(=O)OCC(=O)c2[nH]c(C)c(C(C)=O)c2C)c1	-6%
CCOc1ccc(C(=O)NCC(C)NC(=O)c2ccc(OCC)cc2)cc1 (centres undefined)	5%
CCOC(=O)C1(Cc2cccc(OC)c2)CCCN(C(=O)CNC(C)=O)C1 (centres undefined)	-5%[2.29 µM]
O=C1C=C(c2cc(F)ccc2F)C[C@@H](c2ccc(F)cc2)C1	20%
O=C(NC1CCCC1)c1cccc2c1C(=O)c1ccc(N3CCCCC3)cc1S2(=O)=O	5%
COc1cc(C(=O)NCCCN2CCCC2=O)cc(Br)c1OCc1ccccc1	4%
CC(NC(=O)C(C)N1C(=O)c2ccccc2C1=O)c1ccccc1 (centres undefined)	-3%
Cc1ccccc1NC(=O)C(C)N1C(=O)c2ccccc2C1=O (centres undefined)	3%[2.29 µM]
Cc1ccc(NC(=O)CSCC(=O)N(C)CC(=O)Nc2ccccc2C(F)(F)F)cc1	13%

Further results follow.
canonical_smiles	L3MBTL1 block
Cc1c(N(C)S(=O)(=O)c2cc(C(=O)Nc3ccccn3)ccc2Cl)c(=O)n(-c2ccccc2)n1C	-3%
COC(=O)c1ccc(CSC2=NC[C@@H]3[C@@H]4C(=O)N(Cc5ccccc5)C(=O)[C@@H]4[C@](C)(C(=O)OC)N23)cc1	9%
O=C(NC(=S)NC12CC3CC(CC(C3)C1)C2)c1ccc(F)cc1	-6%
O=C(NCc1cccnc1)c1cccc(S(=O)(=O)NCc2ccccc2)c1	-9%
O=C(O)c1cc(-c2ccc(-c3c(-c4ccc5c(c4)OCO5)noc3-c3ccsc3)cc2)nc2ccccc12	-17%
CCN(Cc1ccccc1)S(=O)(=O)c1ccc(C(=O)N(CCCN(C)C)c2nc3cc(OC)ccc3s2)cc1	-8%
COc1ccc2c(ccc[n+]2CC(=O)c2ccccc2)c1	-2%
COC(=O)c1ccc(CSc2ccc(S(=O)(=O)N3CCCCC3)cn2)cc1	8%
Cc1cc(Cl)ccc1OCC(=O)NNC(=O)CCOc1ccccc1	-1%
CN1CC(C(=O)Nc2ccc(F)c(Cl)c2)CC1=O (centres undefined)	7%
CCN(CC(=O)Nc1cccc(S(=O)(=O)N2CCOCC2)c1)Cc1ccccc1	10%
CN(C)C(=O)CCc1ccc2c3c([nH]c2c1)[C@]1(CCc2ccccc2)[C@@H](C(=O)N2CCCCC2)C[C@H](CC(=O)NCCCn2ccnc2)C(=O)N1CC3	0%
O=C(Nc1ccc(Cl)c(S(=O)(=O)N2CCCC2)c1)c1cc(=O)[nH]c2ccccc12	-2%
CC1CC(=O)Nc2ccccc2N1C(=O)COc1ccc2cc(Br)ccc2c1 (centres undefined)	0%
COc1ccccc1-n1cnnc1SCC(=O)NC1CCCCC1	1%

Single entries from above.
Under L3MBTL1 block, `Cc1cc(Cl)ccc1OCC(=O)NNC(=O)CCOc1ccccc1` shows -1%
Under L3MBTL1 block, `COC(=O)c1ccc(CSC2=NC[C@@H]3[C@@H]4C(=O)N(Cc5ccccc5)C(=O)[C@@H]4[C@](C)(C(=O)OC)N23)cc1` shows 9%
Under L3MBTL1 block, `COc1ccccc1-n1cnnc1SCC(=O)NC1CCCCC1` shows 1%

The listing picks up; the 5 compounds before the break are reprinted first.
canonical_smiles	L3MBTL1 block
CCN(CC(=O)Nc1cccc(S(=O)(=O)N2CCOCC2)c1)Cc1ccccc1	10%
CN(C)C(=O)CCc1ccc2c3c([nH]c2c1)[C@]1(CCc2ccccc2)[C@@H](C(=O)N2CCCCC2)C[C@H](CC(=O)NCCCn2ccnc2)C(=O)N1CC3	0%
O=C(Nc1ccc(Cl)c(S(=O)(=O)N2CCCC2)c1)c1cc(=O)[nH]c2ccccc12	-2%
CC1CC(=O)Nc2ccccc2N1C(=O)COc1ccc2cc(Br)ccc2c1 (centres undefined)	0%
COc1ccccc1-n1cnnc1SCC(=O)NC1CCCCC1	1%
Cc1ccc(C)c(NC(=O)c2ccc3c(=O)n4c(nc3c2)CCC4)c1	3%
Cc1cc(C)cc(C(=O)N(Cc2ccco2)c2c(N)n(Cc3ccccc3)c(=O)[nH]c2=O)c1	2%
Cc1ccn2c(=O)nc(SCC(=O)N3CCCCC3)nc2c1	-2%
COc1ccc(C(CNC(=O)c2cccc(S(=O)(=O)Nc3ccccc3OC)c2)N2CCCC2)cc1 (centres undefined)	-3%
CC(=O)N/C(=C\c1ccccc1)C(=O)OCC(=O)c1c(N)n(CC(C)C)c(=O)n(C)c1=O	12%
COc1ccc(C(=O)NCC(=O)Nc2cccc(S(=O)(=O)N3CCCC3)c2)cc1	-4%
Cc1ccc(S(=O)(=O)N2CCN(C(=O)COC(=O)/C=C/c3ccccc3[N+](=O)[O-])CC2)c(C)c1	u
O=C(NNC(=O)c1ccccc1Cl)c1ccc2c(c1)OCCO2	-2%
CC(CCN1C(Nc2ccccc2)=NC[C@@H]1C)c1ccccc1 (some centres undefined)	-9%
O=C(CN1CCN(c2ccccc2F)CC1)NC(=O)NC1CCCCC1	-9%
COC(=O)c1c(-c2ccc(OC)cc2)sc2cc(OC)c(OC)cc12	44%[activator]
CCOc1cc(N2CCOCC2)c(OCC)cc1NC(=O)COC(=O)c1ccc(Cl)cc1N	2%
CCCc1nnc(SCC(=O)Nc2ccc(NC(C)=O)cc2)n1-n1cccc1	4%
CC(CCN1C(Nc2ccccc2)=NC[C@@H]1Cc1ccccc1)c1ccccc1 (some centres undefined)	3%
O=C(c1ccc(-c2cccc(C(F)(F)F)c2)o1)N1CCCC(C(F)(F)F)C1 (centres undefined)	2%
Cc1ccccc1[C@@]1(C)ON(c2ccccc2C(F)(F)F)C1=O	28%
Oc1cccc2c(-c3nn[nH]n3)ccnc12	-6%&-11%
Cc1ccc(S(=O)(=O)N2CCCCC2)cc1NC(=O)Cn1cc(C(F)(F)F)ccc1=O	5%
COc1ccccc1C(=O)NCC(=O)OC(C)C(=O)N1CCOCC1 (centres undefined)	-7%
CN(CC(=O)Nc1ccccc1Cl)C(=O)c1ccc(COc2ccccc2)cc1	-2%
Cn1c(N)c(N2CCCCC2)c(=O)n(CC(=O)Nc2cccc(C#N)c2)c1=O	-3%
CC1CCCC(C)N1C(=O)COC(=O)c1cc([N+](=O)[O-])ccc1N1CCOCC1 (centres undefined)	1%
COc1cc(NS(=O)(=O)c2cc(C(=O)NCCc3ccccn3)ccc2OC)cc(OC)c1	-5%
Cc1nn2c(=O)cc(COC(=O)c3c(F)cccc3Cl)nc2s1	25%
COc1ccc(S(=O)(=O)Nc2cccc3c2O[C@H](CN(C)S(=O)(=O)c2cn(C)cn2)[C@@H](C)CN([C@H](C)CO)C3=O)cc1	5%
O=C(COc1ccccc1F)NNC(=O)Cc1ccc(S(=O)(=O)N2CCOCC2)s1	-3%
O=[N+]([O-])c1cccc(S(=O)(=O)N2CCc3ccccc3C2)c1	-6%
Cc1ccc(NC(=O)CSCC(=O)NCc2cccc(C(F)(F)F)c2)cc1	2%
CCOc1ccc(NC(=O)CN(C)C(=O)/C=C/c2ccco2)cc1OCC	1%
O=c1ccc(S(=O)(=O)N2CCCC2)cn1Cc1nc(-c2ccccc2)no1	u
CCN(CC)CCN(Cc1cc2cc3c(cc2[nH]c1=O)OCO3)C(=S)NCCCN(C)C	-3%
Cc1ccccc1-c1nnc(SCC(=O)NCC2CCCO2)o1 (centres undefined)	5%
CC(=O)Nc1ccc(SC[C@H](C)CN2CC[C@H](C(C)(C)C)CCC2=O)cc1	-14%
COc1ccc(CNC(=O)CCNC(=O)c2ccco2)cc1OC	-3%
Cc1cc(C)c(S(=O)(=O)NCC(c2ccco2)N2CCc3ccccc3C2)c(C)c1 (centres undefined)	5%

Compound activity (PubChem BioAssay)
